CHO parental Ca – counter-screen for OX1R antagonists: effect in parental CHO cells. inhibition, % at 5.6 µM. actives 0.63% (n = 330,000). parental CHO-K1, ATP-induced calcium, Fluo-8 fluorescence;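 active means inhibition above that plate's mean sample inhibition plus 3 SD, cut at about 26% in these data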;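 further: 0% = ATP-challenged DMSO wells and 100% = DMSO wells without ATP; some compounds past the cut are filed as inactive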
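Material: parental CHO cells / Compound: single nominal dose of 5.6 µM per compound / Signal: Fluo-8 fluorescence / Replicates: singlicate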
CHO-K1 Ca ag – counter-screen for M1 agonists: effect in parental CHO-K1 cells. Fluo-8 calcium fluorescence; scaled to maximal ATP response, vehicle zero. activation, % at 3 µM. actives 0.48% (n = 360,000); in the data active means activation above about 15%;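 further: untransfected CHO-K1 host cells lacking M1 receptor as counterscreen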
OXTR potentiator – human OXTR potentiation | actives 0.061% (n = 320,000) | AID 2445 | activation, % at 3 µM | CHO-OTR cells, Fluo-8 calcium fluorescence, potentiator mode; 0% = oxytocin EC15, 100% = EC100;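 active means activation above that plate's cutoff, the mean activation of tested compounds plus 3 SD, cut at about 6.6% in these data, passing the limit was not always enough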;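 further: 100% uses oxytocin at 75 nM as the full agonist control; some results filed as inactive read as strong as hits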
Target sequence (P30559 whole entry, looked up): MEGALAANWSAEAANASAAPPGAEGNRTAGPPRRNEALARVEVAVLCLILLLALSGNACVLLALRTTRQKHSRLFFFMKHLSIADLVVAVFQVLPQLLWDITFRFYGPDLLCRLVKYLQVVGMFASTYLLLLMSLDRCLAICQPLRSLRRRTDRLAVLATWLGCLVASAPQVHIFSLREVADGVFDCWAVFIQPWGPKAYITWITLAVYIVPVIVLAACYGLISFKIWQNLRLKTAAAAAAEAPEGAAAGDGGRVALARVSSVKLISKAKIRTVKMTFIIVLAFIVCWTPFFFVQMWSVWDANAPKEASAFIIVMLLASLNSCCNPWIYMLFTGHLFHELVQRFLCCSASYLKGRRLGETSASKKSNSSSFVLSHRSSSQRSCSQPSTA
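Assay system: CHO-OTR cells, human receptor / Also added: oxytocin at about EC15, sub-maximal agonist stimulus / Dosing: single dose, 3.0 µM nominal final compound concentration / Incubation: 6 min pre-incubation, 100 s read / Technique: Fluo-8 calcium dye fluorescence / Read-out: % activation vs EC15 and EC100 oxytocin / Benchmarks: EC15 oxytocin low, 75 nM oxytocin high / Replicates: singlicate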
M4 antag – CHRM4 antagonism in calcium assay; P08173; CHO-hM4 cells, ACh EC80, Fluo-8 calcium fluorescence; inhibition, % at 3 µM; actives 0.73% (n = 360,000); AID 624125;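 active means inhibition above its plate's cutoff, the mean inhibition of sample wells plus 3 SD, cut at about 27% in these data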;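 further: 0% = acetylcholine EC80 with DMSO and 100% = DMSO without agonist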
CHRM1 antagonist – antagonists of human M1 muscarinic receptor; inhibition, % at 3 µM; P11229; actives 1.3% (n = 360,000); CHO-K1 hM1, Fluo-8 calcium fluorescence, ACh EC80 antagonist;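 active means percent inhibition above its own plate's cutoff, namely the mean of that plate's compound wells plus 3 SD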;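 further: peak over basal fluorescence ratio during 140 s after agonist addition; 0% = ACh EC80 plus DMSO and 100% = DMSO alone without agonist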
Target sequence (P11229 whole entry, looked up): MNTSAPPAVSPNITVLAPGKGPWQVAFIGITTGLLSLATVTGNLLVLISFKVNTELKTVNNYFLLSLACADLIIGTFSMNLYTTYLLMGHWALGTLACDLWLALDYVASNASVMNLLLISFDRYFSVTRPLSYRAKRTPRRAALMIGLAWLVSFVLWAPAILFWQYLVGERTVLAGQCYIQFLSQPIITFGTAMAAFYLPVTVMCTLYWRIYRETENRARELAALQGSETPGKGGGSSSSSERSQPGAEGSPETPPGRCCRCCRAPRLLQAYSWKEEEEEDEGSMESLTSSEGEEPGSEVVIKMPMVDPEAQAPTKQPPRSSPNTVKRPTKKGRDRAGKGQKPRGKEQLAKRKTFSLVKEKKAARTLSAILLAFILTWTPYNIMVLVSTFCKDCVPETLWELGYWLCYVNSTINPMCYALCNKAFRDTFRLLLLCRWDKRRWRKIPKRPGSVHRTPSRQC
M4 ag – CHRM4 agonism in calcium assay | CHO-K1 hM4/Gqi5, Fluo-8 calcium fluorescence; vehicle 0%, full acetylcholine response 100% | P08173 | actives 0.14% (n = 360,000) | activation, % at 3 µM;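 active means activation above the run mean over all test wells plus 3 SD, cut at about 32% in these data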;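 further: peak over basal fluorescence ratio per well then scaled between controls; 0% = DMSO wells and 100% = acetylcholine at EC100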
M1 ag – activates human CHRM1 receptor; AID 588814; activation, % at 3 µM; CHO-K1 hM1, Fluo-8 calcium fluorescence, agonist mode; 0% DMSO, 100% acetylcholine EC100; P11229; actives 0.33% (n = 360,000);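 active means activation above the run's mean compound activation plus 3 SD, cut at about 16% in these data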;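 further: peak over basal fluorescence ratio within a 140 s kinetic read after compound addition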
CHO-K1 Ca antag – counter-screen for M1 antagonists: effect in parental CHO-K1 cells. ATP-induced calcium, Fluo-8 fluorescence. inhibition, % at 3 µM. actives 0.6% (n = 360,000);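 active means inhibition above a per-plate cutoff, the plate's mean sample inhibition plus 3 SD, cut at about 24% in these data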;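 further: 0% = DMSO plus EC80 ATP and 100% = DMSO alone without ATP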
M1 PAM – positive allosteric modulators of human M1 muscarinic receptor; P11229; CHO-K1 hM1, Fluo-8 calcium fluorescence, ACh EC20; 0% = ACh EC20, 100% = maximal ACh; activation, % at 3 µM; actives 0.088% (n = 360,000); in the data active means activation above about 19%, passing the limit was not always enough
Numbers without * were called inactive; / = not tested or not shown.

SMILES | CHO parental Ca | CHO-K1 Ca ag | OXTR potentiator | M4 antag | CHRM1 antagonist | M4 ag | M1 ag | CHO-K1 Ca antag | M1 PAM
O=C(CCc1nnc(-c2ccc3c(c2)OCO3)o1)NC(c1cccnc1)C(F)(F)F (stereo not given) | -16 | 0.8 | 0 | 0 | -5 | 2 | -4 | -12 | 5
O=c1cc(-c2ccccc2Cl)oc2ccc([N+](=O)[O-])c(O)c12 | 9 | -0.7 | -2 | -6 | 4 | 1 | 4 | 2 | 10
COCCNC(=O)CN(c1ccc(OC)c(OC)c1)S(=O)(=O)c1ccc(C)cc1 | -10 | 3.7 | -8 | -7 | -5 | 0 | -4 | -6 | 4
NC(CS(=O)O)C(=O)O (stereo not given) | 3 | 0.0 | -9 | 2 | -10 | 0 | 5 | 6 | -3
COCCN(C(=O)c1ccc(N2CCCC2=O)cc1)c1c(N)n(Cc2ccccc2)c(=O)[nH]c1=O | -3 | -0.2 | 3 | -10 | -4 | 1 | 1 | -11 | 14
Cc1ccsc1C1Nc2ccccc2-c2nc3ccccc3n21 (stereo not given) | -12 | 0.4 | -3 | 4 | -15 | 1 | -12 | -8 | 8
CCCc1n[nH]c2c1/C(=N\OCC)CC(C)(C)C2 | -13 | 1.1 | -1 | 2 | -8 | -2 | -3 | -2 | 6
O=C(N/N=C/c1cc([N+](=O)[O-])ccc1O)C1CC1 | -9 | 0.5 | -9 | 6 | 13 | 1 | -1 | -5 | -3
Cc1c(OC(C(=O)O)c2ccccc2)ccc2c3c(c(=O)oc12)CCC3 (stereo not given) | / | -0.1 | / | -7 | -14 | 0 | -2 | -10 | 9
COc1ccccc1CNC(=O)c1csc2c1CCCC2 | -20 | 0.3 | 4 | 2 | -4 | 0 | -7 | 0 | 11
COc1ccc(C(=O)C2CCCN(C(=O)c3cccs3)C2)cc1F (stereo not given) | -20 | 4.0 | -22 | 0 | -20 | 6 | -5 | -13 | 16
COc1cc(/C=N/NC(=O)CCc2n[nH]c(=O)[nH]c2=O)ccc1O | 0 | -0.1 | -3 | 10 | -10 | 0 | -5 | 5 | 7
COCCNC(=O)C1CC(=O)N(CCc2ccccc2)C1 (stereo not given) | -16 | 0.3 | -3 | -2 | 5 | 0 | -3 | -4 | 1
O=C1CC(C(=O)Nc2ccc(O)c(C(=O)O)c2)C(c2ccccc2)O1 (stereo not given) | 10 | 1.4 | 0 | 0 | -9 | 1 | -2 | -17 | 9
CCC1CCCCN1CCCNC(=O)CSc1nc2nc(C)c(Cc3ccccc3Cl)c(C)n2n1 (stereo not given) | -19 | 1.3 | 4 | 31* | 51* | 1 | -5 | -8 | -23
Cc1nc2c(C)c(C)c(C)c(C)c2nc1C | -1 | 2.8 | -5 | 2 | -3 | 0 | -4 | -10 | 7
CN(C)c1cccc(CNC(=O)c2csc(COCCO)n2)c1 | / | 0.6 | / | 0 | -3 | 0 | -3 | -12 | -3
COc1ccc(NS(=O)(=O)/C=C/c2ccccc2)cc1 | -7 | 3.5 | -9 | 6 | -2 | 2 | -2 | -6 | -4
CC(=O)N1CCN(C(=O)CCc2nnc(CCCCc3ccccc3)o2)CC1 | -1 | -0.1 | 4 | 1 | 20 | 0 | -1 | 6 | -2
CC(C)OCCCN(C)C1CCN(S(=O)(=O)c2csc(C(N)=O)c2)CC1 | -8 | 0.3 | -2 | -7 | -9 | 1 | -5 | -1 | 6

Structures from the list above that contain four or more nitrogen atoms:
SMILES | CHO parental Ca | CHO-K1 Ca ag | OXTR potentiator | M4 antag | CHRM1 antagonist | M4 ag | M1 ag | CHO-K1 Ca antag | M1 PAM
O=C(CCc1nnc(-c2ccc3c(c2)OCO3)o1)NC(c1cccnc1)C(F)(F)F (stereo not given) | -16 | 0.8 | 0 | 0 | -5 | 2 | -4 | -12 | 5
COCCN(C(=O)c1ccc(N2CCCC2=O)cc1)c1c(N)n(Cc2ccccc2)c(=O)[nH]c1=O | -3 | -0.2 | 3 | -10 | -4 | 1 | 1 | -11 | 14
COc1cc(/C=N/NC(=O)CCc2n[nH]c(=O)[nH]c2=O)ccc1O | 0 | -0.1 | -3 | 10 | -10 | 0 | -5 | 5 | 7
CCC1CCCCN1CCCNC(=O)CSc1nc2nc(C)c(Cc3ccccc3Cl)c(C)n2n1 (stereo not given) | -19 | 1.3 | 4 | 31* | 51* | 1 | -5 | -8 | -23
CC(=O)N1CCN(C(=O)CCc2nnc(CCCCc3ccccc3)o2)CC1 | -1 | -0.1 | 4 | 1 | 20 | 0 | -1 | 6 | -2

Going on with the list.
SMILES | CHO parental Ca | CHO-K1 Ca ag | OXTR potentiator | M4 antag | CHRM1 antagonist | M4 ag | M1 ag | CHO-K1 Ca antag | M1 PAM
COC(=O)c1c(NC(=O)CCC(=O)O)sc2c1CCCCC2 | -11 | 0.4 | 3 | 5 | -9 | -1 | -9 | -12 | 12
CC(=O)c1cc(-c2ccccc2)n(CC(=O)N2CCC(N3CCCCC3)CC2)c1C | / | 0.5 | / | -13 | -9 | 1 | -5 | -18 | 4
CC(=O)c1cc2c(cc1NC(=O)CSc1ncccn1)OCO2 | / | 0.5 | / | 0 | -12 | 1 | -3 | -1 | 7
CCCCNc1c(CCc2ccccc2)nc2nc(C)cc(C)n12 | / | -0.5 | / | 5 | / | 0 | / | 8 | /
COc1cc(C(CCN2CCCCC2)c2c(OC)cc(OC)c3c(-c4ccccc4)cc(=O)oc23)cc(OC)c1OC (stereo not given) | -24 | 4.1 | 0 | 0 | 0 | 5 | -13 | -17 | -1
COc1ccc2c(c1OC)C(C1c3c(cc4c(c3OC)OCO4)CCN1C)OC2=O (stereo not given) | -8 | -0.1 | -3 | -9 | -14 | 0 | -4 | -1 | -1
CCCCOc1ccc(NC2=NC3(CCCCC3)N=C(N)N2)cc1 | -12 | 7.4 | 7 | 5 | 0 | 0 | -6 | -5 | -2
Cc1ccc(CN2CCc3[nH]c(=O)[nH]c(=O)c3C2)cc1 | -10 | 0.3 | -7 | -2 | -1 | 0 | -4 | -15 | 5
CCOc1ccc(C(=O)NC(=S)Nc2ccccc2N2CCOCC2)cc1Br | -19 | 0.3 | -13 | -5 | 0 | 0 | -1 | -5 | 0
CCCc1nnc(NC(=O)CCC(=O)NCc2ccccc2)s1 | -5 | 1.7 | -5 | -1 | -4 | 1 | -3 | -3 | 6
COc1cccc(C(C)NC(=O)C2CCCC2)c1 (stereo not given) | -1 | 0.0 | -3 | -19 | -13 | 1 | -1 | -3 | 14
CCN(C)c1ccc(/C=N\n2nnnc2N)cc1 | 6 | 0.2 | -7 | 4 | -10 | 0 | -2 | -21 | 5
Cc1ccc(S(=O)(=O)N2CCCCC2)cc1NC(=O)Cn1ccc(C(F)(F)F)n1 | -1 | 4.5 | 2 | -1 | -1 | 4 | -5 | -17 | 2
CSc1ccc(OC2(C)CCN(Cc3ccc(OC(F)(F)F)cc3)C2)cc1 (stereo not given) | / | -0.1 | / | 1 | -1 | 1 | -7 | -9 | -3
CCCn1nnc(NC(=O)C(C)C)n1 | -13 | 0.2 | 5 | -2 | -26 | 1 | -2 | -12 | 16
Cc1[nH]c2ccccc2c1-c1nc2ccccc2[nH]1 | 9 | 1.4 | -3 | -6 | -33 | 6 | 2 | -4 | 12
O=C(CSc1nc2c(c(=O)n1-c1ccc(Cl)cc1)SCC2)N1CCCC1 | -20 | -0.8 | -2 | 6 | -11 | -2 | -4 | -8 | 12
Cn1c(=O)n(CCC(=O)O)c2ccccc21 | -1 | -0.2 | -8 | 2 | -4 | 1 | -1 | -2 | 12
O=C1Nc2c(Br)cccc2C1=O | 0 | 0.9 | -4 | 0 | -13 | 1 | 1 | -4 | 13
c1ccc(-c2nc(N3CCN(c4ccccc4)CC3)nc(-n3ccnc3)n2)cc1 | -37 | -0.1 | -4 | 6 | 4 | 0 | -3 | 14 | -5
CCn1cc(S(=O)(=O)c2ccc(C)cc2)[nH]c1=O | -10 | 5.1 | -14 | 5 | -4 | 0 | -7 | -4 | 8
O=C(NCCn1cccc1)c1cccc2ccccc12 | -9 | 0.1 | -9 | -3 | -4 | 0 | -9 | -15 | 4
O=C(NC(=S)NCC1CCCO1)c1ccc(Cl)cc1 (stereo not given) | -7 | -0.1 | -2 | -2 | 2 | 1 | -8 | -11 | -1
Cc1cccc(Oc2ccc(N)cc2)c1 | -10 | -0.2 | -19 | 0 | 11 | 1 | -4 | 12 | -4
COc1ccccc1NC(=O)Nc1ccccc1C(N)=O | 1 | 2.8 | -7 | -1 | -10 | 1 | -9 | -9 | 12
Cc1ccc(NC(=O)CN2C(=O)NC3(CCc4ccccc43)C2=O)cc1 (stereo not given) | -12 | -0.2 | -4 | -2 | -2 | 0 | -4 | -11 | 3
Nc1nnc(Cc2cccc(Br)c2)s1 | 2 | 1.1 | -1 | -4 | -7 | 1 | -2 | -6 | 5
COc1ccc(CCC(=O)Nc2sc(C(=O)N(C)C)c(C)c2C#N)cc1 | / | 0.5 | / | 6 | 18 | 2 | -1 | 4 | -5
CC(C)CCN1C(=O)c2ccc(C(=O)NCc3ccco3)cc2C1=O | -14 | 2.5 | 5 | -9 | -15 | 5 | -4 | -19 | 0
COc1ccc(C)cc1Nc1nc(C)nc2sc(C)cc12 | -25 | -0.6 | 2 | 7 | 8 | -2 | -3 | 6 | 0
O=C(/C=C/Nc1ccc(F)cc1)c1ccc(Oc2ncccn2)cc1 | -8 | 0.1 | -3 | -2 | -10 | -1 | -1 | -2 | 7
CC(OC(=O)CN1C(=O)NC2(CCCC2)C1=O)C(=O)Nc1cccc(Cl)c1 (stereo not given) | 1 | 5.2 | -4 | -4 | 1 | 6 | -2 | -8 | 1
COc1cc(O)c(C(CCN2CCOCC2)c2ccc3c(c2)OCO3)c(OC)c1 (stereo not given) | -18 | 0.9 | 4 | -4 | -13 | 3 | -5 | -2 | 12
COCc1ccc(-c2c(-c3ccccc3OC)sc3cc4c(cc23)OCO4)cc1 | -23 | 0.2 | -7 | -8 | -12 | 2 | -4 | -20 | 9
COc1ccccc1C(=O)NCCCNc1ccc([N+](=O)[O-])cc1 | -3 | 0.1 | -4 | 1 | -12 | 0 | -8 | -13 | 8
CCN(CC)CCNC(=O)C(Cl)=C1C(Cl)=C(Cl)C(Cl)=C1Cl | / | 0.5 | / | 9 | 20 | 1 | -7 | -7 | -20
CSC(=NC(C)c1ccccc1)NS(=O)(=O)c1cccs1 (stereo not given) | -2 | 0.5 | 1 | 2 | 6 | 0 | -11 | 1 | -5
Cc1nc(-c2cccc(S(=O)(=O)N3CCC(C)CC3)c2)cs1 | -6 | 2.0 | -11 | 0 | -4 | 4 | -3 | -5 | 6
Cc1nn(Cc2ccc(C(=O)N3N=C(C(F)F)CC3(O)C(F)F)o2)c(C)c1[N+](=O)[O-] (stereo not given) | -13 | 6.9 | -7 | 0 | -7 | 12 | -3 | -9 | -4
Cc1cc(=O)oc2cc(OCC(=O)Nc3nccs3)ccc12 | -13 | 3.5 | -5 | -1 | -20 | 4 | -3 | -20 | 7
O=C(COc1ccc(S(=O)(=O)N2CCOCC2)cc1)NCC1CCCO1 (stereo not given) | 16 | 0.6 | -6 | 8 | 0 | 1 | -3 | -7 | 0
O=C(CN(c1ccccc1Cl)S(=O)(=O)c1ccccc1)NC1CC2CCC1C2 (stereo not given) | / | 0.0 | / | -6 | -16 | 0 | -6 | -11 | -2

Screening data deposited in PubChem BioAssay by The Scripps Research Institute Molecular Screening Center.

Hits appear at their usual frequency; overall some 2.9% were active at least once.
